Vc quorum ag = inducers of Vibrio cholerae quorum light production without autoinducers; 0.16% of 350,000 active; activation, % at 18.7 µM; V. cholerae BH1578 lux reporter, luminescence, 6 h; in the data active = activation mostly above about 9.7%, no sharp cut-off; also: not every result past the cut was called active; inactives centre near 0; reference of the scale not given here
SARS 3CLpro inh = SARS-CoV 3CLpro protease inhibition | P0C6X7 | recombinant SARS-CoV 3CLpro, quenched FRET peptide cleavage | inhibition, % at 6 µM | 0.14% of 290,000 active; in the data active = inhibition above about 12%
Rv3671c protease = inhibits the M. tuberculosis serine protease Rv3671c. AID 2606. inhibition, % at 5.96 µM. 0.048% of 320,000 active. P9WHR9; in the data active = inhibition above about 38%;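 also: extracellular domain of Rv3671c used as enzyme; 0% = enzyme with DMSO and 100% = no enzyme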
MazEF act = increases E. coli MazEF RNase cleavage of RNA. P0AE70. 0.32% of 350,000 active. activation, % at 20 µM. FAM/BHQ RNA-DNA oligo cleavage fluorescence, 5 h; in the data active = activation above about 50%
Target sequence (P0AE70 whole entry, looked up): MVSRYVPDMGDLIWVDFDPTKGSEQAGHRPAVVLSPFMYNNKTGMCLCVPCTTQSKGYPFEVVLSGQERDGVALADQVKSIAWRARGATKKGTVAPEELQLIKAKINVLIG
TcdB GH inh = blocks C. difficile toxin B glycohydrolase activity. TcdB glycohydrolase enzymatic assay, plate reader. inhibition, % at 9.99 µM. 0.24% of 350,000 active; in the data active = inhibition above about 10%
Yp Topo-I inh = blocks Yersinia pestis topoisomerase I activity; 0.064% of 360,000 active; Y. pestis Topo-I cleavage product accumulation, plate reader; activity, % at 10 µM; AID 504884; in the data active = activity above about 50%, passing the limit was not always enough; also: inactives centre near 2
VHR inh abs = blocks human VHR1 dual specificity phosphatase; 0.52% of 290,000 active; AID 1654; inhibition, % at 13.3 µM; recombinant VHR phosphatase, pNPP absorbance; P51452; in the data active = inhibition above about 50%; also: some compounds called inactive have numbers as strong as hits
Target sequence (P51452 whole entry, looked up): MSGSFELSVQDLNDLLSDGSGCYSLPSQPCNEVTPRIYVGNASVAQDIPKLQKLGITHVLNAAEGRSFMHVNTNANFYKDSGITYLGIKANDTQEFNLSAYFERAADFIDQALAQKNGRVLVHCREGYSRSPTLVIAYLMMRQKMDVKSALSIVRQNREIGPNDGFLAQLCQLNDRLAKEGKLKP
Anthrax LF inh2 = anthrax lethal factor protease inhibition; P15917; multiplex microsphere protease cleavage assay, LF; inhibition, % at 10 µM; 0.12% of 360,000 active; in the data active = inhibition above about 30%; also: plate controls were buffer without enzyme for full effect and enzyme alone for no effect
Target sequence (P15917 whole entry, looked up): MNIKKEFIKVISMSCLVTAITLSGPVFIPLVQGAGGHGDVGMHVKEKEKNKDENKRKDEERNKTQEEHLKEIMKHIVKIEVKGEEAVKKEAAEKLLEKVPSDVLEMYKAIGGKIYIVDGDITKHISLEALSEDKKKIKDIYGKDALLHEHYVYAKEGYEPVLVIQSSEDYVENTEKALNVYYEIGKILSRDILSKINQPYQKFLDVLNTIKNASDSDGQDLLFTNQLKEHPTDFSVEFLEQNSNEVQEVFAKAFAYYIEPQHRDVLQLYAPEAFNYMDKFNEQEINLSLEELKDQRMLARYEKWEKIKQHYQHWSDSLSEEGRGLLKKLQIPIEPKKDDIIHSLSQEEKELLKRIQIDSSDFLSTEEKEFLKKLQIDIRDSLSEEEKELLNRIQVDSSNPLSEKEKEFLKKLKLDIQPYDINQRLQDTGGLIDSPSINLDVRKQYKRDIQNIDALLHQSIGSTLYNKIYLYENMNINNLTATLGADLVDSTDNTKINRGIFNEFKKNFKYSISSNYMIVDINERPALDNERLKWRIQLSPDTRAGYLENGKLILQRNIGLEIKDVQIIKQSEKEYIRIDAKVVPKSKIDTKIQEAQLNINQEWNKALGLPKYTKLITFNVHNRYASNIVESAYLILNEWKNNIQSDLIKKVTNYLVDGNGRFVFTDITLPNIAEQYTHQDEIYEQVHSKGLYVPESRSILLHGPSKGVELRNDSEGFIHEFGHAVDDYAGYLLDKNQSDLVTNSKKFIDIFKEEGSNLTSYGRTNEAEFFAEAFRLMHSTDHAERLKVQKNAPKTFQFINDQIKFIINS
PfHsp40 yeast = restores yeast growth despite PfHsp40 toxicity. S. cerevisiae expressing PfHsp40, growth rescue, ATP luminescence. growth rescue, % at 12.5 µM. 0.68% of 340,000 active. AID 504582; in the data active = growth rescue above about 28%, passing the limit was not always enough;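 also: yeast W303a lacking pdr1 and pdr3 grown in galactose medium; growth measured after three days at 30 °C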
PriA SSB inh = inhibitors of Klebsiella pneumoniae PriA binding to SSB C-terminal tail; AlphaScreen SSBct-PriA binding, biotinylated peptide; inhibition, % at 33 µM; 0.6% of 430,000 active; in the data active = inhibition mostly above about 37%, no sharp cut-off; inactive = mostly below about 20%;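 also: plate controls were negative control peptide for no effect and reference peptide for full effect; strong numbers were not always called active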
Starred values were filed as active, the others as inactive; i = inactive; . = no result given; & = joins results of further samples. An excerpt (hit frequency here may not be typical).

SMILES	Vc quorum ag	SARS 3CLpro inh	Rv3671c protease	MazEF act	TcdB GH inh	Yp Topo-I inh	VHR inh abs	Anthrax LF inh2	PfHsp40 yeast	PriA SSB inh
CCOC(=O)COn1c(=O)c[n+]([O-])c2ccccc21	2.0	-1	-8	-2	.	1	-4	-1	-0.9	-10
Cc1cccc(N(C(=O)CS(=O)CC(=O)Nc2ccc3c(c2)OCO3)C(C)C(=O)NC2CCCC2)c1C (stereo not given)	-0.5	2	-3	6	0.8	21	-7	-8	-2.8	1
CN(CC(=O)Nc1cccc(F)c1)C(=O)CCNC(=O)c1ccc(Br)cc1	0.3	-7	6	2	0.9	11	-4	-2	1.3	-17
OCCC#Cc1ccc(CN2CCN(C3CCCCC3)C(CCO)C2)cc1 (stereo not given)	.	1	-2	4	0.4	3	13	1	-1.2	-6
Cc1nn(C)cc1C(C)NC(=O)c1cc(COc2ccc(F)c(F)c2)on1 (stereo not given)	-0.4	-1	-5	3	2.0	0	39	-1	-0.1	-8
COc1ccc(C2=CCN3CCCCC3C2)c(-c2ccc(OC)c(OC)c2)c1 (stereo not given)	-0.3	.	2	2	1.0	14	.	-8	-0.7	17
CC(C)CCN1CCN(Cc2ccc(Sc3nncn3C)o2)CC1CCO (stereo not given)	0.8	3	-7	5	0.9	-6	0	-2	0.0	-4
O=C(NCc1ccccc1Cl)c1ccc(S(=O)(=O)Nc2cccc(C(F)(F)F)c2)cc1	-0.4	4	-79	3	.	6	0	-1	-0.1	-6
O=C(COc1ccc(F)cc1)NCCCn1ccnc1	i	0	.	7	-8.2	-5	7	-10	0.1	2
Cc1csc(NC(=O)Cc2nn(C)c(=O)c3ccccc23)n1	25*	3	2	4	.	0	24	1	-0.3	-7
COc1c(Cl)cnn(-c2cccc(C)c2)c1=O	0.2	-2	-4	1	-0.2	-6	-16	4	-1.4	-19
Cc1ccc(S(=O)(=O)N2CCCOC2CNC(=O)C(=O)NCc2ccc3c(c2)OCO3)cc1 (stereo not given)	-0.1	3	-5	-2	1.2	33	20	-2	0.1	-4
Nc1cc(=O)[nH]c(SCC(=O)Nc2ccc(S(=O)(=O)N3CCOCC3)cc2)n1	-0.4	0	-25	-2	2.7	-5	21	-2	-0.3	-11
Cc1cc2c(SCc3ccccc3Cl)nc(N)nc2nc1C	0.8	.	.	-13	-1.7	10	.	2	-1.1	-28
COc1ccccc1N1C(=O)S/C(=C\c2cccs2)C1=O	-0.4	-1	0	13	1.5	-7	2	-1	-0.8	-11
Cc1nnc(SCC(=O)NCC2COc3ccccc3O2)s1 (stereo not given)	i	.	5	7	-0.3	-7	.	5	-0.3	-9
Cc1cc(/C=N/NC(=O)c2cccnc2)c(C)n1CC(C)C	-0.4	2	0	3	0.4	4	5	0	7.2	.
Cc1ccc(S(=O)(=O)N2CCN(C(=O)CCC(=O)Nc3ccc(Br)c(C)c3)CC2)cc1	-0.3	.	.	-1	0.9	4	.	4	3.5	-6
COc1cc(C(C)=O)ccc1OCC(=O)NC(=O)Nc1ccc(C)cc1C	-2.0	.	0	-8	-2.0	-5	.	-3	-0.2	-14
CCOC(=O)C(C)Sc1nnc(CSc2nc3nc(C)cc(C)n3n2)o1 (stereo not given)	-0.2	-5	-1	-2	.	-2	-14	0	-0.8	-10

Ordered by count of non-hydrogen atoms (high to low): some entries from above
SMILES	Vc quorum ag	SARS 3CLpro inh	Rv3671c protease	MazEF act	TcdB GH inh	Yp Topo-I inh	VHR inh abs	Anthrax LF inh2	PfHsp40 yeast	PriA SSB inh
Cc1ccc(S(=O)(=O)N2CCCOC2CNC(=O)C(=O)NCc2ccc3c(c2)OCO3)cc1 (stereo not given)	-0.1	3	-5	-2	1.2	33	20	-2	0.1	-4
Cc1ccc(S(=O)(=O)N2CCN(C(=O)CCC(=O)Nc3ccc(Br)c(C)c3)CC2)cc1	-0.3	.	.	-1	0.9	4	.	4	3.5	-6
Nc1cc(=O)[nH]c(SCC(=O)Nc2ccc(S(=O)(=O)N3CCOCC3)cc2)n1	-0.4	0	-25	-2	2.7	-5	21	-2	-0.3	-11
CC(C)CCN1CCN(Cc2ccc(Sc3nncn3C)o2)CC1CCO (stereo not given)	0.8	3	-7	5	0.9	-6	0	-2	0.0	-4
Cc1nnc(SCC(=O)NCC2COc3ccccc3O2)s1 (stereo not given)	i	.	5	7	-0.3	-7	.	5	-0.3	-9
COc1ccccc1N1C(=O)S/C(=C\c2cccs2)C1=O	-0.4	-1	0	13	1.5	-7	2	-1	-0.8	-11

(further entries)
SMILES	Vc quorum ag	SARS 3CLpro inh	Rv3671c protease	MazEF act	TcdB GH inh	Yp Topo-I inh	VHR inh abs	Anthrax LF inh2	PfHsp40 yeast	PriA SSB inh
Cc1ccc2c(COC(=O)c3n[nH]c4ccccc34)cc(=O)oc2c1	-0.4	-4	-10	-3	.	8	-12	-9	0.1	-1
CC(=O)c1cccc(-c2ccc3c(c2)C(C)(Cc2ccccc2F)C(=O)N3)c1 (stereo not given)	1.3	.	.	.	0.3	6	.	-3	.	.
CCCCCCn1c(=O)n2n(c1=O)[C@@H]1CN(S(=O)(=O)c3ccc(C)cc3)C[C@]1(O)[C@@H](OC(=O)NCC1CCCCC1)C2	-0.4	.	.	3	2.6	41	.	-5	.	.
CC(=O)OC1C2CCC1C(N1CCCC1)CC2 (stereo not given)	2.6	0	0	4	.	-4	31	3	-0.9	-14
COc1ccc(CC(=O)NCCS(=O)(=O)N2CCN(c3ccccc3)CC2)cc1	3.8	.	7	0	0.0	8	.	1	1.8	1
COc1ccc(NC(=O)C(CC(=O)O)Cc2ccc(C)cc2)cc1 (stereo not given)	i	4	-3	-4	-1.8	-5	19	4	-0.5	-2
Cc1nc(C(Cl)(Cl)Cl)nc2[nH]ccc(=O)c12	-0.5	2	2	13	1.3	5	-14	-2	-0.4	-6
COc1ccc(NC(=S)N2CCC(N(C)CCN3CCOCC3)CC2)cc1Cl	3.8	6	-7	2	.	-4	7	-1	-1.1	5
COc1ccc(/C=N/NC(=O)c2ccc(N(C)S(=O)(=O)c3ccccc3)cc2)cc1	i	4	-4	3	.	-6	7	0	0.3	.
Cc1ccc(CC(=O)Nc2ccc(S(=O)(=O)Nc3nccc(C)n3)cc2)cc1	-0.3	-4	-7	-2	-0.6	-6	43	-8	-1.1	-3
O=C(CSc1ncc(-c2ccc(F)cc2)[nH]1)N1CCCCC1	i	-3	-1	2	0.3	-11	-1	-7	-0.1	-7
COC(Cc1nnc(SC)n1-c1ccccc1)OC	i	2	-5	6	.	10	4	1	-1.4	-6
O=C(Cn1ncc2ccsc2c1=O)N1CCC2(CC1)OCCO2	-0.2	-3	1	-5	1.5	4	35	2	1.1	-16
CCN(CC)CCCN(Cc1cc2cc(OC)ccc2[nH]c1=O)C(=O)Nc1ccccc1	.	4	2	12	.	.	-4	.	.	1
O=C(Cn1cc(C(F)(F)F)ccc1=O)Nc1cccc(S(=O)(=O)N2CCOCC2)c1	1.8	-1	-9	-1	1.7	-4	13	1	0.8	-4
Nc1nc(SCc2ccc(Cl)cc2Cl)nc2nc3c(cc12)CCCC3	-4.2	-4	-27	-30	1.6	4	-3	-1	3.5	10
Cc1cc(C)cc(NC(=O)CSc2nc3c(c(=O)[nH]2)CN(Cc2ccc(F)cc2)CC3)c1	-0.2	-2	-6	4	0.4	19	7	-1	0.8	-10
O=C1C=C(NCc2ccc(Cl)c(Cl)c2)C2(CCCCC2)O1	i	0	1	-1	.	9	10	0	0.3	-25
C=CCn1c(=O)c(C(=O)NC2CC2)c(O)c2cc(OC)c(OC)cc21	i	-3	-2	4	-0.6	0	49	11	-1.7	-3
CC(C)Cn1c(-c2cccs2)nc2nc3ccccc3nc21	0.5	1	-8	-11	.	24	16	-6	-1.7	-4
Cc1cc(C)c2c(=O)[nH]c(SCC(=O)Nc3ccc(Br)cc3)nc2n1	-0.3	-1	-6	-11	1.5	4	2	1	1.1	-11
CCOC(=O)C1CCN(CC(O)COCc2ccc(Cl)cc2)CC1 (stereo not given)	i	0	-1	10	-0.2	0	-7	-3	0.1	-10
Cc1occc1-c1nnc(SCc2nc3ccccc3c(=O)n2CC#N)n1C	2.0	1	-7	11	.	-1	29	-1	-1.6	1
CC(=O)Nc1ccc(N=Nc2c(C)[nH]n(C(N)=S)c2=O)cc1	i	4	-1	6	0.9	0	18	-1	-0.6	-13
Nn1c(SCC(=O)Nc2ccc(F)cc2)nnc1-c1ccccn1	-0.3	0	0	2	.	-2	0	5	-1.3	7
C=C(C)C1Cc2nc(N)nc(C)c2C1 (stereo not given)	i	2	0	0	.	1	11	-7	-0.5	-19
Cc1noc(C)c1S(=O)(=O)N(C)C[C@H]1OCc2cn(nn2)CCCC(=O)N([C@H](C)CO)C[C@@H]1C	-0.4	.	.	7	-2.0&-0.6	-2	.	-8	.	.
CCCc1ccc2oc(C(=O)N3CCC[C@H]3CO)c(C)c2c1	i	-5	1	8	0.9	22	14	-13	0.4	-3
CC(=O)N1CCC(N(CCN2CCOCC2)C(=S)Nc2cc(C)cc(C)c2)CC1	-0.4	1	1	4	1.5	11	12	7	-3.1	-3
CN(c1ccccc1)S(=O)(=O)c1cccc(NC(=O)Cc2ccc(Cl)cc2)c1	0.0	.	-51	0	0.4	11	.	.	2.8	-5
COc1ccc(C=O)cc1OC(=O)N1CCOCC1	i	3	-11	-7	-0.6	1	-32	4	17	-13
O=C(N/N=C/c1c(Cl)cccc1Cl)c1cccc(F)c1	-0.3	-1	-7	17	1.9	1	20	0	0.6	.
Cc1cc(O)c(C(C)C)cc1N=Nc1ccccc1C(=O)O	-0.3	2	-6	-6	5.7	2	8	-6	1.3	13
COc1ccc(OC)c(/C=N/NC(=O)c2cc3c(OC)cccc3[nH]2)c1	-0.8	1	-24	9	-3.0	0	29	-9	0.4	i
O=C(N/N=C/c1ccc(OCCCF)cc1)c1cc(OCC(F)(F)F)ccc1OCC(F)(F)F	0.5	2	3	-8	.	6	13	-4	6.2	.
CC(C)C(=O)NC(=S)Nc1ccc(S(=O)(=O)Nc2ccccc2)cc1	-0.2	4	-13	-8	.	-3	-2	-1	-0.3	-1
Cc1cc(C)n(-c2ncnc3c2oc2ccccc23)n1	4.2	-7	1	1	.	4	-10	-7	-0.9	-11
CC(C)(C)NCC(=O)c1c[nH]c2ccccc12	-7.7	-2	4	3	.	-4	10	4	2.0	-10
CC1(C)CN(c2ccc(Br)cc2Br)C1=O	i	8	-6	3	0.9	4	12	-2	-0.4	-7
COc1ccc(OC)c(C(=O)COC(=O)c2cc(C)oc2C)c1	.	-1	-1	0	.	3	33	-4	-1.0	-1
CC(OC(=O)c1cc(S(=O)(=O)N2CCOCC2)ccc1Br)C(=O)N1CCOCC1 (stereo not given)	-2.0	.	-5	4	0.2	-1	.	-5	-0.5	-5
CCn1c(CCNC(=O)c2ccc(Cl)cc2)n[nH]c1=S	0.6	-4	3	-1	.	-7	17	-8	-0.3	-18
CN(C)c1ccc(C=Cc2cnccn2)cc1	-1.6	.	.	-6	1.8	-5	.	0	-0.4	-23
CCCC1CC(CSc2ncn[nH]2)OC1=O (stereo not given)	-3.1	-2	-2	-2	-9.1	3	36	0	0.9	-9
Cc1ccc(C(=O)N2CCCC(CCC(=O)NCc3ccc(F)c(F)c3)C2)cn1 (stereo not given)	-0.5	1	.	8	-0.8	-7	6	4	-0.4	-2
CC1(C)C2CCC1(C)C(OCCNCCOC(=O)Nc1ccccc1)C2 (stereo not given)	-0.8	-2	-10	10	0.9	22	9	-5	1.1	-9
COCCNC(=O)c1cc(Br)ccc1Cl	i	2	-2	-3	.	0	-5	3	0.6	1
N#Cc1cccc(S(=O)(=O)Nc2c(NC3CCCCC3)c3ccccc3oc2=O)c1	-0.2	-1	2	5	.	11	-2	-1	0.5	-6
O=C(/C=C/c1ccc(S(=O)(=O)N2CCOCC2)cc1)NC(=S)Nc1ccc(Cl)cc1Cl	i	-2	-2	1	-0.1	-3	13	-4	0.4	-6
CCOc1ccc(OCCCC(=O)ON=C(N)c2ccccc2C)cc1	i	.	-3	-1	-0.1	-1	.	-1	-1.9	-36
COc1c(O)ccc2c1CN1CCc3cc4c(cc3C1C2)OCO4 (stereo not given)	i	1	-24	-18	.	0	17	-8	0.6	17
COC(=O)C1=C(C)N=C2SC(C#N)=C(N)N2C1c1ccc(OC)cc1 (stereo not given)	-1.3	0	7	7	.	5	16	-1	0.4	-7

High-throughput results as filed in PubChem.
